APJ ag: activates the human apelin receptor APJ; P35414; CHO-K1 APJ PathHunter beta-arrestin, luminescence; 0% DMSO wells, 100% apelin; activation, % at 20 µM; 330,000 compounds, 0.11% hits; AID 2520;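 active = activation more than six SD over the plate average, tested at 20 µM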;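 also: 0% = DMSO alone and 100% = apelin-13 at 10 nM; some results filed as inactive read as strong as hits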
Target sequence (P35414 whole entry, looked up): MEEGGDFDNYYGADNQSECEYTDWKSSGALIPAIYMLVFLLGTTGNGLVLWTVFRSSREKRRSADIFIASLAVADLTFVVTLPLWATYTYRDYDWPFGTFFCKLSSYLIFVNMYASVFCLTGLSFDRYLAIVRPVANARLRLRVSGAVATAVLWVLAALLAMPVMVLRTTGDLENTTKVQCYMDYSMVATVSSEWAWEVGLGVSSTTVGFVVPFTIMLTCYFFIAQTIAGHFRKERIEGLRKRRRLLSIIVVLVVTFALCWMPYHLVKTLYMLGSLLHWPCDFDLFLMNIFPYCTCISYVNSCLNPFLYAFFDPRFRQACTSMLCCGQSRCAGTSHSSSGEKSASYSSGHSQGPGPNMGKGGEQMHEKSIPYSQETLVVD
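system = engineered CHO-K1 APJ arrestin reporter cells | input = 1000 cells per well | timing = overnight seeding, 90 min compound at 25 °C, 1 h detection | measured by = enzyme-fragment complementation luminescence | read-out = beta-arrestin recruitment to APJ as agonist activity, luminescent signal | control set = negative DMSO alone, positive Apelin-13 at 10 nM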
tim10-1 inh: growth inhibitors of tim10-1 mutant yeast. S. cerevisiae tim10-1 ts strain growth, BacTiter-Glo, 24 h. inhibition, % at 20 µM. 330,000 compounds, 2.2% hits. AID 463190;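 active = inhibition of at least 40%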;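 also: mutant grown at 25 °C; 0% = DMSO wells with yeast and 100% = wells holding no yeast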
TIM10 inh: TIM10 yeast growth inhibition. S. cerevisiae TIM10 strain growth, BacTiter-Glo luminescence, 24 h. inhibition, % at 10 µM. 330,000 compounds, 1.4% hits;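 active = inhibition of 40% or more at the single tested concentration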;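 also: wild-type TIM10 isogenic control strain grown at permissive 25 °C; 0% = DMSO yeast wells and 100% = minimal medium wells without yeast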
beta cell repl: induces beta-cell replication in MIN6 cells; MIN6 cells proliferation, ATPlite luminescence, 48 h; cells starved in 0.2% serum; 100% = growth in 10% serum; proliferation, % at 10 µM; 330,000 compounds, 0.29% hits; AID 2380;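 active = compounds whose signal lies at least 3.5 SD above the mean of all wells on their plate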;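 also: 0% = DMSO-treated cells in low-serum medium and 100% = 10% serum control; some compounds called inactive have numbers as strong as hits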
GRIN3A LBD mod: modulates the human NR3A ligand-binding domain; NR3A LBD differential scanning fluorimetry, Tm shift; 0% = protein alone, 100% = glycine-bound protein; Tm shift relative to glycine control, % at 25 µM; 340,000 compounds, 2.5% hits;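 active = melting temperature shift of at least 10% of the positive control shift, at one fixed dose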
NLRP3 yeast inh: NALP3 inhibition in yeast. inhibition, % at 10 µM. 330,000 compounds, 0.39% hits. Yeast reconstituted NLRP3/ASC/caspase-1, beta-gal luminescence, 24 h;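 active = inhibition of 50% or more; inactive = inhibition below 50%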;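 also: plate controls were induced DMSO wells for no effect and uninduced yeast grown without galactose for full effect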
tim23-1 inh: growth inhibitors of tim23-1 mutant yeast; S. cerevisiae tim23-1 growth, BacTiter-Glo luminescence, 24 h; inhibition, % at 20 µM; 330,000 compounds, 1.3% hits; AID 463212;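 active = growth inhibition of the mutant yeast at or above 50%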;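 also: temperature-sensitive mutant grown at 25 °C; plate controls were DMSO-treated mutant yeast for no effect and medium wells lacking yeast for full effect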
APJ antagonist: antagonists of human APJ apelin receptor; AID 2521; inhibition, % at 20 µM; CHO-K1 APJ beta-arrestin complementation, luminescence; P35414; 330,000 compounds, 0.32% hits;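 active = inhibition above about 40% at 20 µM, limit read from the data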;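 also: cells challenged with 10 nM apelin-13 agonist together with compound; plate controls were apelin-13 plus DMSO wells for no effect and DMSO wells lacking apelin-13 for full effect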
MPTP inh: inhibitors of mitochondrial permeability transition pore. inhibition, % at 10 µM. AID 602449. isolated mouse mitochondria, Ca2+ swelling absorbance, 30 min. 360,000 compounds, 1.4% hits;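 active = inhibition of 50% or more, scaled per plate between neutral and stimulator controls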;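 also: 0% = DMSO wells given calcium and 100% = 1 mM EGTA wells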
Numbers without * were called inactive; . = no result given.

SMILES	APJ ag	tim10-1 inh	TIM10 inh	beta cell repl	GRIN3A LBD mod	NLRP3 yeast inh	tim23-1 inh	APJ antagonist	MPTP inh
CCc1cc(C(=O)Nc2cc(S(=O)(=O)N(C)C)ccc2C)sc1C	-2.3	-10.4	-13.2	-1.3	-0.9	-2.8	8.3	-13.0	1.9
COc1ccc(Cn2ccnc2SCC(=O)Nc2ccccc2OC)cc1	-0.2	33.8	1.9	1.1	6.5	27.4	25.2	2.4	0.4
CCCCn1c(N)c(N(CC(C)C)C(=O)C2CCCN(C(=O)c3ccc(Cl)cc3)C2)c(=O)[nH]c1=O (stereo unspecified)	-9.5	7.8	0.9	-3.0	-3.6	9.4	22.4	6.5	0.4
C=COCCNC(=S)Nc1cccc(Cl)c1	-0.5	27.5	9.5	-2.6	1.3	10.5	3.4	-2.7	-3.7
Cc1cc(C(=O)CSc2nnc(N)s2)c(C)n1-c1c(C)n(C)n(-c2ccccc2)c1=O	-6.2	-8.7	2.1	-3.0	-2.1	10.7	2.4	2.5	0.1
Cc1ccc(S(=O)(=O)NCCCN2CCOCC2)c(C)c1	-3.2	-12.9	-19.9	4.6	1.7	-11.5	3.7	12.6	-4.7
CCOCCCNC(=S)N1CCN(CC)CC1	-0.9	2.0	4.7	-0.8	-2.9	-1.6	4.0	11.0	2.4
COc1ccc(S(=O)(=O)N2CCCC(C(=O)NC3CC3)C2)cc1OC (stereo unspecified)	2.2	-12.9	-9.8	0.9	-0.1	2.5	-5.2	11.7	-1.9
O=C(Oc1c(-c2ccccc2)c(=O)n2c3c(cccc13)CC2)c1ccco1	4.2	45.6*	34.9	-1.5	-2.5	-47.0	44.4	0.7	2.1
O=C(NCCc1cccc(Cl)c1)c1cccc(-n2cnnn2)c1	-3.3	5.2	-3.8	-0.9	3.2	11.4	13.4	14.5	-2.0
Cc1ncc([N+](=O)[O-])n1CCOC(=O)NC(NCc1cccnc1)C(Cl)(Cl)Cl (stereo unspecified)	-4.2	3.9	18.0	-1.5	-0.3	3.1	-3.6	-19.3	0.2
Cc1ccc(C)c(N2CCN(C(=O)CCCn3c(=S)[nH]c4cc5c(cc4c3=O)OCO5)CC2)c1	-2.6	38.5	0.2	-3.8	-0.4	14.0	11.2	6.5	0.3
CCOc1ccccc1C(=O)NCC(=O)NNC(=O)CN(C)S(=O)(=O)c1ccc(Cl)cc1	6.7	4.7	-4.4	-2.0	-1.7	12.3	1.8	-50.2	4.5
COc1cc(-c2nc3ccc(C)cn3c2Nc2ccc3c(c2)OCCO3)ccc1O	1.5	17.9	19.7	-2.6	22.6*	11.4	28.4	-26.9	-22.0
Fc1ccc(C2CCCCN2Cc2nc(CC3CC3)no2)cc1 (stereo unspecified)	-0.5	20.3	-15.4	-3.0	-1.3	11.5	12.3	3.7	3.3
Cc1cc(N2CCN(C3CCCCC3)CC2)nc2cccc(O)c12	-3.4	-7.3	-4.5	-2.6	0.3	26.1	-30.6	-18.3	0.2
O=C(Nc1ccc(Cl)cc1)c1cccs1	0.7	-4.8	36.8	-0.8	2.2	59.7*	61.1*	5.6	0.0
CSc1nnc(CNS(=O)(=O)c2ccc(Cl)cc2)n1C	-3.8	7.0	-8.8	-1.6	-9.1	7.9	5.6	3.3	-1.7
Cn1c(Cn2c(=O)sc3ccccc32)nnc1SCc1ccccn1	1.0	13.5	-9.5	-2.2	-1.6	8.7	16.7	8.4	0.7
Cc1nc2ccc(S(=O)(=O)NC(C(=O)Nc3nc4ccc(Cl)cc4s3)C(C)C)cc2s1 (stereo unspecified)	-2.9	-7.5	-4.8	-2.0	-6.3	1.1	-8.0	0.8	2.3
CCc1sc(C(=O)Nc2ccc3c(c2)OCCO3)cc1Br	7.6	39.0	54.0*	-4.8	.	31.3	78.7*	-28.2	0.7
Cc1ccc(C(=O)Nc2ccc(CN3CCS(=O)(=O)CC3)cc2)cc1C	-3.8	-7.2	-3.8	1.0	-2.1	6.0	-1.2	19.5	0.1
CCOC(=O)N1CCN(S(=O)(=O)c2c(C)nn(C)c2C)CC1	0.3	13.3	2.5	-0.1	-1.3	14.1	6.8	13.0	-1.8
CCN(CC(=O)NC(C)C)Cc1nc2sc3c(c2c(=O)[nH]1)CCC3	-3.3	-0.8	-12.2	-0.9	-1.1	-6.0	2.7	13.9	0.8
c1ccc(COc2ccc(OCCCN3CCCCC3)cc2)cc1	3.4	14.2	6.9	-3.4	1.4	8.3	33.7	7.3	19.9
(list continues)
SMILES	APJ ag	tim10-1 inh	TIM10 inh	beta cell repl	GRIN3A LBD mod	NLRP3 yeast inh	tim23-1 inh	APJ antagonist	MPTP inh
NS(=O)(=O)c1ccc(N/N=C/c2ccc3c(c2)OCO3)c([N+](=O)[O-])c1	-4.4	9.6	-8.0	-3.8	0.0	20.6	-3.1	-1.4	5.0
COc1ccc(CC(=O)n2c(CC#N)nc3ccccc32)cc1OC	-2.5	11.0	11.5	-5.1	2.3	21.0	5.3	8.2	-3.9
O=C(NNC(=O)c1ccccc1F)c1ccc(NS(=O)(=O)c2ccc(F)cc2)cc1	6.1	6.9	4.3	-2.0	1.3	9.1	10.8	14.6	-1.0
COC(=O)c1sccc1-c1ccc(C(=O)Nc2cccc(Cl)c2)o1	-0.6	8.4	-17.7	-1.5	24.1*	1.4	-42.4	-1.0	32.5
CCCC(=O)N=c1sc2c(OC)ccc(OC)c2n1C	-0.9	16.7	9.3	-0.3	-0.4	7.2	0.7	5.9	2.6
CN(C(=O)CC1C(=O)NCCN1Cc1cccc(F)c1F)C1CC(C)(C)NC(C)(C)C1 (stereo unspecified)	3.1	17.2	0.8	-1.4	0.3	-5.8	11.8	6.7	0.1
CC12CCC3c4ccc(O)cc4CCC3C1CC(O)C2O (stereo unspecified)	-1.8	-16.2	-10.2	-1.0	0.6	19.6	8.0	11.3	1.5
O=C(Cc1nnc(NC(=O)c2ccccc2)s1)N/N=C/c1cccc(O)c1	-5.1	14.7	1.9	-2.3	41.4*	24.7	-1.5	-22.4	1.9
COc1ccc(C(=O)NCCc2c[nH]c3ccccc23)cc1S(=O)(=O)N1CCCCC1C (stereo unspecified)	-0.3	-11.6	-4.4	-3.0	-9.8	4.9	1.3	-3.2	0.1
O=C(O)CCn1ccc2cc(S(=O)(=O)N3CCCCCC3)ccc21	-1.2	0.7	-5.2	4.3	0.5	13.1	15.3	8.6	0.4
Cn1c(=O)c2cc(S(=O)(=O)Nc3ccc4c(c3)OCO4)ccc2n(C)c1=O	1.4	-12.9	-14.2	-1.6	0.4	-2.1	-4.9	10.1	1.1
COc1ccc2ccccc2c1CNCCCN1CCOCC1	-1.2	-81.6	-169.2	-1.7	-0.4	-2.8	-12.5	-1.4	6.1
CCOC(=O)/C=C/[C@H]1CCc2cccc(C)c2O1	-3.1	-4.3	-8.4	-1.0	1.3	22.4	-5.8	4.1	2.7
COc1cc(C2C(C#N)=C(N)OC3=C2C(=O)CCC3)cc2c1OCO2 (stereo unspecified)	-0.9	16.5	-2.1	-1.6	-1.8	13.3	17.8	-8.1	0.4
CCc1cccc2c(C#N)cn(CC(=O)NCc3ccco3)c12	-5.3	15.1	-6.6	0.7	8.8	3.1	3.7	-9.8	1.5
CN1CCN(c2ccc(NC(=O)c3ccc(-c4ccc(Cl)cc4)o3)cc2)CC1	25.3	-11.2	3.8	-7.1	9.7	25.7	-39.3	-1.5	-0.7
CCOc1ccc(CCNC(=O)c2ccc3c(=O)n4c(nc3c2)CCCCC4)cc1	-0.4	7.9	-8.8	-2.8	-1.4	13.9	11.4	5.8	-0.6
Nc1nnc(Cc2cccc(Br)c2)s1	0.1	-1.4	8.0	-3.3	-2.3	1.1	10.8	-7.4	1.4
O=C(c1ccc(Br)s1)N1CCN(Cc2ccc3c(c2)OCO3)CC1	-3.0	22.0	23.4	0.4	2.2	23.1	17.8	-1.2	-0.1
Cc1nc(Nc2ccc(Cl)cc2)c2oc3ccccc3c2n1	-2.7	33.8	9.0	-0.6	.	2.1	22.7	8.2	1.1
Cc1ccc(N(C(=O)CNC(=O)c2ccco2)C(C(=O)NC2CCCC2)c2cccnc2)cc1F (stereo unspecified)	-0.5	-0.5	-1.5	0.5	2.8	25.1	10.1	-9.0	-0.5
Cc1ccccc1C(=NCCCN(C)C)c1ccccc1C	0.3	5.4	-15.5	0.0	-2.6	8.4	-19.6	10.3	0.8
COc1ccc(Cl)cc1S(=O)(=O)n1ccnc1C(C)C	-2.0	13.5	14.8	1.3	1.3	13.9	14.6	6.9	-3.0
O=C(COC(=O)/C=C/c1ccc(Br)o1)NC1CCCCC1	-3.0	-11.0	-2.3	3.9	0.2	4.6	9.6	-55.6	-1.3
O=C(O)c1nccnc1C(=O)Nc1ccc(Cl)cn1	-5.0	22.5	-9.7	1.1	.	7.6	24.0	-4.2	0.9
CSc1nc2ccc(S(=O)(=O)N3CCCCC3)cc2s1	-2.5	-7.1	-5.1	4.2	4.5	63.1*	9.3	6.3	-2.4

Only APJ antagonist, beta cell repl and tim23-1 inh (2 entries from above):
| Structure | APJ antagonist | beta cell repl | tim23-1 inh |
| --- | --- | --- | --- |
| CCc1cccc2c(C#N)cn(CC(=O)NCc3ccco3)c12 | -9.8 | 0.7 | 3.7 |
| CN1CCN(c2ccc(NC(=O)c3ccc(-c4ccc(Cl)cc4)o3)cc2)CC1 | -1.5 | -7.1 | -39.3 |

4 entries from above, as labelled records:
SMILES: Cc1nc(Nc2ccc(Cl)cc2)c2oc3ccccc3c2n1
  APJ ag: -2.7 | tim10-1 inh: 33.8 | TIM10 inh: 9.0 | beta cell repl: -0.6 | GRIN3A LBD mod: . | NLRP3 yeast inh: 2.1 | tim23-1 inh: 22.7 | APJ antagonist: 8.2 | MPTP inh: 1.1
SMILES: Cc1ccc(N(C(=O)CNC(=O)c2ccco2)C(C(=O)NC2CCCC2)c2cccnc2)cc1F (stereo unspecified)
  APJ ag: -0.5 | tim10-1 inh: -0.5 | TIM10 inh: -1.5 | beta cell repl: 0.5 | GRIN3A LBD mod: 2.8 | NLRP3 yeast inh: 25.1 | tim23-1 inh: 10.1 | APJ antagonist: -9.0 | MPTP inh: -0.5
SMILES: Cc1ccccc1C(=NCCCN(C)C)c1ccccc1C
  APJ ag: 0.3 | tim10-1 inh: 5.4 | TIM10 inh: -15.5 | beta cell repl: 0.0 | GRIN3A LBD mod: -2.6 | NLRP3 yeast inh: 8.4 | tim23-1 inh: -19.6 | APJ antagonist: 10.3 | MPTP inh: 0.8
SMILES: COc1ccc(Cl)cc1S(=O)(=O)n1ccnc1C(C)C
  APJ ag: -2.0 | tim10-1 inh: 13.5 | TIM10 inh: 14.8 | beta cell repl: 1.3 | GRIN3A LBD mod: 1.3 | NLRP3 yeast inh: 13.9 | tim23-1 inh: 14.6 | APJ antagonist: 6.9 | MPTP inh: -3.0
